# Screens as filed in PubChem.
# ERK EGF inh: blocks ERK signaling stimulated by EGF; HEK293-V1b, EGF-stimulated phospho-ERK AlphaScreen; Potency, µM (highest dose often 11.5 µM), for the others: top-dose activity change, negative = inhibition, actives largely listed as inhibitors; 130,000 tested, 0.41% active; active means well fitted inhibition curve with a large enough effect; inconclusive means small, poorly fitted or top-dose-only effect, or effect the other way;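 further: plate controls were stimulated vehicle wells for no effect and unstimulated vehicle basal for full effect; nearly all actives have a fitted effect of over 55% in size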
#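 Compounds are titrated over HEK293-V1b cells kept overnight in 1% FBS. After 30 min at 37C, EGF (25 nM final) triggers ERK phosphorylation for 5 min, measured by AlphaScreen in lysates.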
# * hit, by the source's call; ? = inconclusive; & = joins results of further samples; [ ] = remark or other dose. Potency means the concentration at half of the fitted maximal effect. These rows are one share of the data. The share of hits here may be higher or lower than overall.
structure,ERK EGF inh
CCOc1ccc(CCNC(=O)CSc2cc(=O)n(C)c3ccccc23)cc1OCC,0%
O=C(NCc1ccc2c(c1)OCO2)c1ccc(Cl)nc1,-3%
CC/C(=C\C1CCCCC1)C(NP(=O)(c1ccccc1)c1ccccc1)c1ccccc1 (configuration not stated),0%
CCOC(=O)c1[nH]c(C)c(C(=O)NCc2ccccn2)c1C,5%
COc1cc(OC)cc(C(=O)Nc2cc(-c3cn4cccnc4n3)ccc2C)c1,?
Nc1nc2ccccc2cc1S(=O)(=O)c1ccccc1,2%
CCOC(=O)N1CCc2c(sc(NC(=O)CN3CCN(C)CC3)c2C(=O)Nc2ccccc2)C1,29%
CCN(CC)CC(=O)NCC1(c2ccccc2)CCCC1,-3%
Cc1ccccc1CNC(=O)CN(c1cccc([N+](=O)[O-])c1)S(C)(=O)=O,-9%
COc1ccc(Cl)cc1-c1nc(SCC(=O)N(C)CCC#N)n[nH]1,4%
Cc1ccc(Cn2c(SCCN3CCCCC3)nc3c2c(=O)[nH]c(=O)n3C)cc1,0%
CC1=NN(c2ccccc2)C(=O)C1C(=O)C(=O)Nc1ccc(F)cc1 (configuration not stated),-1%[57.5 µM]
COc1cc(/C=N/NC(N)=S)ccc1OCc1ccc(C)cc1,-12%
CCc1ccc(NC(=O)Nc2cccc(OC)c2)cc1,-1%
Cc1ccc(S(=O)(=O)c2cc3cc(Br)ccc3oc2=O)cc1,4%
CC(C)(C)C(=O)NC(c1ccc(Cl)cc1)[C@]1(C)C[C@H]1C1CCCCC1 (some centres not stated),0%
O=C(CCc1ccccc1)Nc1cc(NC(=O)CCc2ccccc2)cc(C(=O)O)c1,-26%
O=C1CC(Cc2ccc(Cl)cc2)C(=O)N1c1ccncc1 (configuration not stated),2%
O=c1c2ccccc2c(C=NCc2ccccn2)c(O)n1-c1ccccc1Cl,-7%
CS(=O)(=O)N1CCC(Oc2ccccc2C(=O)NC2CCCCCC2)CC1,-15%
S=c1[nH]nc(-c2ccc3c(c2)OCO3)n1-c1ccccc1,3%
COc1ccccc1C(=O)Nn1c(-c2cccs2)nc2ccccc2c1=O,-3%
Cc1cc(C(=O)Nc2ccccc2C(=O)O)ccc1NC(=O)COc1cccc([N+](=O)[O-])c1,3%
Cc1cccc(OCC(=O)N2CCCc3ccccc32)c1,0%
O=C1NC(N2CCOCC2)=N/C1=C/c1ccc2c(c1)OCO2,2%

# Individual results from the entries so far.
# Reading of `COc1cc(/C=N/NC(N)=S)ccc1OCc1ccc(C)cc1` in ERK EGF inh: -12%
# Reading of `CCOC(=O)N1CCc2c(sc(NC(=O)CN3CCN(C)CC3)c2C(=O)Nc2ccccc2)C1` in ERK EGF inh: 29%
# Reading of `O=c1c2ccccc2c(C=NCc2ccccn2)c(O)n1-c1ccccc1Cl` in ERK EGF inh: -7%

# Other entries
structure,ERK EGF inh
O=C(O)CCC(=O)Nc1nc2ccc([N+](=O)[O-])cc2s1,4%
CCCCN(C)CCNC(=O)CSCc1ccc(C)cc1,-2%
Cc1c(NC(=O)C(C)OC(=O)c2ccc(Cl)nc2)c(=O)n(-c2ccccc2)n1C (configuration not stated),0%
c1nnc(-c2ccc3c(c2)OCO3)o1,-5%
COc1ccc(/C=C2/N=C(SCC(=O)Nc3cc(C)on3)N(c3ccccc3)C2=O)cc1,7%
COCc1nc2c([nH]1)c(=O)n(C)c(=O)n2CC(C)C,5%&-2%
CCCCNC(=O)N1CCN(c2ncccn2)CC1,4%
CCC1=C2CC[C@H]3C(=O)N(CC)C(=O)[C@H]3[C@H]2[C@@]2(C)C(=NCC(=O)OC)OC(=O)N2C1=O,0%
O=c1c2cc(NC(=S)NC3CCCC3)ccc2nc2n1CCCCC2,3%
O=c1c2c(-c3ccccc3)csc2ncn1/N=C/c1cccc([N+](=O)[O-])c1O,-6%
CCC1=C2CC[C@H]3C(=O)N(c4ccccc4)C(=O)[C@H]3[C@H]2[C@@]2(Cc3ccccc3)C(=NCc3ccccc3)OC(=O)N2C1=O,-7%
COCCn1c(=NC(=O)c2ccc(S(=O)(=O)N3CCCc4ccccc43)cc2)sc2cc(S(C)(=O)=O)ccc21,13%
CC(C)(C)c1ccc(C(=O)N/N=C/c2ccc(OCCCF)cc2)cc1,1%
COc1ccc(C2/C(=C(/O)c3ccc(C)cc3)C(=O)C(=O)N2c2ccccn2)cc1OC (configuration not stated),-2%[57.5 µM]
C=CCNC(=O)COC(=O)c1cccnc1Nc1ccccc1F,-9%
COc1cc([N+](=O)[O-])cc(/C=N/NC(=O)C(C)Nc2ccccc2C)c1O (configuration not stated),-4%
CN1c2ccccc2N(C)C1(C)c1ccccc1,1%
O=C(O)C1=C[C@H](C2CC2)C[C@H](OCCCCO)O1,-6%[57.5 µM]
COC(=O)c1c(C)[nH]c(C(=O)/C=C/c2ccc(Cl)cc2)c1C,5%
Cc1ccc(-n2c(-c3cnccn3)n[nH]c2=S)cc1,-12%
CCCCCNC(=O)C1CCC(Cn2c(=S)[nH]c3ccccc3c2=O)CC1 (configuration not stated),-4%
COc1cc(CCC(=O)NNC(=O)c2ccc(C)cc2)cc(OC)c1OC,14%
CCCC(=O)Nc1ccc(Cl)c(NC(=S)NC(=O)c2cc3ccccc3o2)c1,3%
Cc1cc(OCCCC(=O)NCCN2C(=O)S/C(=C\c3cccnc3)C2=O)ccc1Cl,6%
C/C(=C\c1ccccc1)C(=O)c1c(C)cc(C)[nH]c1=O,0%

# Structural class: the compounds so far with a tert-butyl group (two)
structure,ERK EGF inh
CC(C)(C)C(=O)NC(c1ccc(Cl)cc1)[C@]1(C)C[C@H]1C1CCCCC1 (some centres not stated),0%
CC(C)(C)c1ccc(C(=O)N/N=C/c2ccc(OCCCF)cc2)cc1,1%

# (listing goes on)
structure,ERK EGF inh
CC1=NN(c2ccc(S(=O)(=O)O)cc2Cl)C(=O)C1,12%
CCc1ccc(C2=C/C(=C/c3cccnc3)C(=O)O2)cc1,11%
O=C(Nc1cccc(S(=O)(=O)NCc2ccco2)c1)c1cc(-c2ccccc2)nc2ccccc12,3%
N#CNc1nc(O)cc(=O)[nH]1,13%[57.5 µM]
CCOC(=O)C1CCN(C(=S)Nc2ccc(Cl)cc2C)CC1,8%
Cc1ccc(-n2c(SCc3ccc(C(=O)O)cc3)nnc2-c2ccncc2)cc1,2%[57.5 µM]
O=C(COC(=O)c1ccc2ccccc2n1)c1ccc(F)cc1,-14%
CCc1ccccc1NC(=O)CCc1nc(-c2cccs2)no1,4%
Cc1cccc(N2CCN(Cc3nc(CC4CC4)no3)CC2)n1,-13%
CCOc1ccccc1CN1CCN(CC2=Cc3cc(OC)ccc3OC2)CC1CCO (configuration not stated),7%[57.5 µM]
O=C(Cn1ncc(Cl)c(Cl)c1=O)N1CCc2ccccc21,-7%
Cc1ccsc1/C=N/NC(=O)CC(=O)NCC(C)C,-6%
CNc1ccc(Br)cc(C(=O)/C=C/c2ccc(OC)cc2)c1=O,6%
COc1ccccc1NC(=O)NCc1nc(-c2ccc(C(F)(F)F)cc2)no1,4%[57.5 µM]
C=CCn1c(=O)c2ccc(C(=O)NCc3ccccc3)cc2n(Cc2ccc(Cl)cc2)c1=O,-11%
N#C/C(=C\c1ccc(-c2ccc(S(=O)(=O)N3CCOCC3)cc2)o1)C(=O)NC1CC1,2%
CN(C)c1ccc(C(=O)Nc2nnc(C3=COCCO3)o2)cc1,-7%
CCN(CC)C(=O)CN(c1cc(Cl)ccc1OC)S(C)(=O)=O,-6%
N/C(=N\OC(=O)c1ccc(Cl)cc1Cl)c1ccccn1,-2%
CC(=O)NCCN1C(=O)S/C(=C\c2cccs2)C1=O,-6%
COc1ccccc1NC(=S)N1CCN(c2ccccn2)CC1,4%
CSc1ccc(/C=C(\C#N)C(=O)NC2CCCCC2)cc1,3%
CN=C(C)/C(C(=O)OC)=C(/O)c1ccccc1F,1%[57.5 µM]
O=c1c2ccc(Cl)cc2[nH]c(=S)n1CCC1=CCCCC1,5%
Cc1cc(Cl)ccc1NC(=O)C1CCCN1C(=O)c1cccs1 (configuration not stated),-10%
Cc1ccc(C(=O)NC(=S)NCCCN2CCOCC2)cc1,?
O=c1c2cc(NC(=S)N3CCCCCC3)ccc2nc2n1CCCCC2,2%
O=C1CCC/C(=N\NC(=O)c2ccc(NS(=O)(=O)c3ccc(Br)cc3)cc2)C1,1%
COc1ccc(-c2cn[nH]c2-c2ccc(OCc3ccccc3F)cc2O)cc1OC,32µM*
COc1ccc(NC(=O)c2[nH]c(C)c(C(C)=O)c2C)cc1S(=O)(=O)Nc1ccc(Br)cc1,-3%[57.5 µM]
CCc1cc(CC)c(/C=N/NC(N)=O)c(CC)c1,-9%
CN1CCC(=NNC(=O)c2cn(-c3ccccc3)nc2-c2ccccc2)CC1,-2%
CC(=O)N1c2ccccc2N(Cc2ccc([N+](=O)[O-])cc2)C(=O)C1(C)C,0%
Cc1nc2ccccc2n1CC(=O)OCC(=O)NC1CC1,0%
CCOc1ccc(CN2CCN(Cc3cc4ccccc4[nH]3)CC2CCO)cc1 (configuration not stated),-7%
Cc1cc([N+](=O)[O-])cc(C)c1OCC(=O)N/N=C/c1ccc(OC(=O)c2ccccc2)cc1,5%
CC(C)Cc1nnc(NC(=O)CCC(=O)NC2CCCc3ccccc32)s1 (configuration not stated),-5%
O=C(OCCN1C(=O)c2ccccc2C1=O)c1ccco1,1%
CC1=NN(C(=O)Cn2ccc([N+](=O)[O-])n2)C(O)(C(F)(F)F)C1 (configuration not stated),-21%
COc1ccc(N2CCN(C(CNC(=O)C(C)(C)C)c3ccco3)CC2)cc1 (configuration not stated),-5%
O=C(COC(=O)CCCN1C(=O)c2cccc3cccc(c23)C1=O)Nc1cccc(Br)c1,1%
O=C(c1noc2c1CCCC2)N1CCC(CO)(Cc2ccccc2Cl)CC1,-3%
O=C(CCC(=O)Nc1ccc(F)cc1)N/N=C/c1ccc(O)cc1O,-7%
CC1(C)Cc2ccccc2-c2n[nH]c(=S)n21,11%[57.5 µM]
S=C(Nc1ccccc1Cl)N1CCC(c2ccccc2)C1 (configuration not stated),-17%
N#CC1C(C#N)N2CCCN2C1c1ccc(Br)cc1 (configuration not stated),-4%[57.5 µM]
CCOC(=O)CC1C(=O)NCCN1c1nc2c(C)cccn2c(=O)c1/C=C1\SC(=S)N(C(C)CC)C1=O (configuration not stated),-1%[57.5 µM]
COC(=O)c1scc(S(=O)(=O)C(C)C)c1N/N=C(\C#N)C(=O)c1ccc(Cl)cc1,0%[57.5 µM]
Cc1ccc(OCCN2CCN(C(=O)CCC(=O)Nc3nnc(C)s3)CC2)cc1,-6%
O=C1CC(/C=C/c2ccc(Cl)cc2)=Nc2ccccc2N1,5%

# Remaining list, next part.
structure,ERK EGF inh
O=[N+]([O-])c1nn(-c2ccc(Cl)cc2)n(O)c1=NCc1cccnc1,4%
CC(C)(C)CC(C)(C)NC(=S)Nc1ccc(S(=O)(=O)N2CCOCC2)cc1,-8%
Cc1ccc(S(=O)(=O)N2CCOCC2)cc1NC(=O)COC(=O)C1COc2ccccc2O1 (configuration not stated),-4%
COc1cccc2oc(-c3ccccc3)cc(=O)c12,10%
COC(=O)c1ccc(C(NC(=O)OCc2ccccc2)/C(C)=C/[C@@H](C)C(=O)NCc2ccc(-c3ccccc3)cc2)cc1 (some centres not stated),-8%
COc1cccc(/C=C/C(=O)c2cccc([N+](=O)[O-])c2)c1,-8%
COc1ccc(CC(=O)NNS(=O)(=O)c2ccc3ccccc3c2)cc1OC,4%
CC(C)C[C@H](NC(=O)c1nc[nH]c1C(=O)NC1CCN(C(=O)OC(C)(C)C)CC1)C(=O)OCc1ccccc1,?
CCOC(=S)SCC(=O)N1CCc2ccccc2C1C1C(=O)CCCC1=O (configuration not stated),-2%
C/C(=N/NC(=O)C1CC1(c1ccccc1)c1ccccc1)c1cccs1 (configuration not stated),-4%
COC(=O)c1cc2nc(-c3ccccc3)cc(C(F)(F)F)n2n1,-5%
CCOC(=O)C1CCCN(CCC(=O)Nc2ccc(C)cc2)C1 (configuration not stated),0%
Cc1cccc2sc(NC(=O)C3CCCO3)nc12 (configuration not stated),-3%
Cn1nc(C(F)(F)F)c2cc(C(=O)Nc3ccc(F)c(Cl)c3)sc21,?
COCCn1c(SCC(=O)Nc2ccc(N3CCOCC3)cc2)nc2ccccc21,-1%
Cc1ccc(Cl)cc1NC(=S)N(CCN(C)C)C(C)c1ccccn1 (configuration not stated),10%
C#Cc1ccc([C@H]2C=C(C(=O)N3CCN(Cc4ccc5c(c4)OCO5)CC3)O[C@@H](OCc3ccc(CO)cc3)C2)cc1,-2%[57.5 µM]
CC(=O)Cc1c(C(=O)O)c(C)nn1-c1ccccc1,0%
COc1ccc(C(C(=O)NC2CCCCC2)N(C(=O)CCl)c2cccc(Cl)c2)cc1 (configuration not stated),-5%
O=C(O)Cc1ccc(S(=O)(=O)Nc2ccccc2C(=O)O)cc1,-5%[57.5 µM]
C[C@@H]1C=C[C@](Cc2ccccc2)(C(=O)NCCCNc2ncc(C(F)(F)F)cc2Cl)N1C(=O)c1ccccc1,-4%

# Four records drawn at random from the list so far, as already listed:
structure,ERK EGF inh
C[C@@H]1C=C[C@](Cc2ccccc2)(C(=O)NCCCNc2ncc(C(F)(F)F)cc2Cl)N1C(=O)c1ccccc1,-4%
COc1ccc(C(C(=O)NC2CCCCC2)N(C(=O)CCl)c2cccc(Cl)c2)cc1 (configuration not stated),-5%
C#Cc1ccc([C@H]2C=C(C(=O)N3CCN(Cc4ccc5c(c4)OCO5)CC3)O[C@@H](OCc3ccc(CO)cc3)C2)cc1,-2%[57.5 µM]
COc1cccc2oc(-c3ccccc3)cc(=O)c12,10%
